# Screening data (PubChem)
# SENP7 block = SENP7 protease inhibitors, primary screen, biochemical, luminescence, uHTS; Sentrin-specific protease 7 (Homo sapiens), Q9BQF6; recombinant SENP7, Z-RLRGG-aminoluciferin luminescence, 40 min; inhibition, % at 5 µM; actives 1.5% (n = 330,000);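 active = inhibition above about 50% at the single test dose, limit read from the data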;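 also: plate controls were DMSO with enzyme for no effect and no enzyme buffer wells for full effect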
# Target sequence (Q9BQF6 706-1050 limits assumed): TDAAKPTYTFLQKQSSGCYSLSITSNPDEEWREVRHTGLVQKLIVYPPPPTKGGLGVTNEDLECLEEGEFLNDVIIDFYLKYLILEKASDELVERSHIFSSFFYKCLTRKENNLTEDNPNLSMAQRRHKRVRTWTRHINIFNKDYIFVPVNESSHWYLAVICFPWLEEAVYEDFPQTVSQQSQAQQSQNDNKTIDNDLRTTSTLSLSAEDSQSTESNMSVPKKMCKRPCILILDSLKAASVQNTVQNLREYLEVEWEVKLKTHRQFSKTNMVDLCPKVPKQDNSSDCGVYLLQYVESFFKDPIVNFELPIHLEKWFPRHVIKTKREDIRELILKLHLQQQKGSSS
# SENP6 block = SENP6 protease inhibitors, primary screen, biochemical, luminescence, uHTS. Sentrin-specific protease 6 (Homo sapiens), Q9GZR1. Recombinant SENP6 catalytic domain, aminoluciferin luminescence. inhibition, % at 10 µM. actives 1.8% (n = 330,000). AID 2599, 2010;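 active = inhibition above about 50% at the single tested dose, limit read from the data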;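 also: plate controls were DMSO wells with enzyme for no effect and DMSO wells lacking enzyme for full effect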
# Target sequence (Q9GZR1 628-1112 limits assumed): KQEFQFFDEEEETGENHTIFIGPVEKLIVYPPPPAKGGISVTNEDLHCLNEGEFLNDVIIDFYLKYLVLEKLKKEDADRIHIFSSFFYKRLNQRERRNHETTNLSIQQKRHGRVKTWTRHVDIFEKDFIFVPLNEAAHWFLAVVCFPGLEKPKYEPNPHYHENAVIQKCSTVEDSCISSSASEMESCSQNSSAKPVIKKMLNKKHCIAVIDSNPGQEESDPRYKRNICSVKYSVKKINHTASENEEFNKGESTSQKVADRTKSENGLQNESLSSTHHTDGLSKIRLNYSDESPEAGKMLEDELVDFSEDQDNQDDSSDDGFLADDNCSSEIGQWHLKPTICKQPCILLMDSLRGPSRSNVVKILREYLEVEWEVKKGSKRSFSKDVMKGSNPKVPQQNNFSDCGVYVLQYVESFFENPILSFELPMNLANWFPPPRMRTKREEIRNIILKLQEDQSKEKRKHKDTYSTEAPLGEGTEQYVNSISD
# Active calls of the source: *. An excerpt; rates above refer to the full screens.
SMILES,SENP7 block,SENP6 block
C=CCNC(=O)c1cc2c(=O)n3cc(C)ccc3nc2nc1NCC1CCCO1 (configuration not stated),3,-6
O=C(CN1C(=O)CC(c2ccccc2)S(=O)(=O)c2ccccc21)N1CCOCC1 (configuration not stated),-1,3
O=C(O)c1cc(-c2ccncc2)nc2ccc(F)cc12,5,3
COc1cccc(N2CCN(c3ncnc4c3[nH]c3ccccc34)CC2C)c1 (configuration not stated),1,-20
COc1ccc(Cl)cc1Nc1nc(-c2sc(NC(=O)c3ccccc3)nc2C)cs1,45,44
Cc1nccc2[nH]c(=O)c(C(=O)NC(C)CCc3ccccc3)cc12 (configuration not stated),2,7
CC1(OC(=O)C2CCCC2)C(=O)C=C2C=C(C3CC3)OC=C2C1=O (configuration not stated),-3,6
CC(C)(C)n1nc2c(c1NC(=O)Cc1cccs1)CSC2,-2,-1
Cc1nc2ccccc2c2c1C(=O)NC2=O,-4,-1
O=C(COC(=O)CC(c1ccccc1)c1ccccc1)Nc1ccc(F)c(F)c1,1,-5
CCOC(=O)/C=c1\s/c(=C\c2sccc2C)c(=O)n1CC(=O)NCc1ccc(C)cc1,3,1
Cc1ccc(CSCC(N)C(=O)O)cc1 (configuration not stated),9,-4
O=C(N/N=C/c1ccc2nccnc2c1)c1ccccc1O,12,36
COc1ccc(S(=O)(=O)NCc2ccc(C(=O)NCc3cccnc3)cc2)cc1,3,-8
O=C(C1=C[C@@H]2[C@H]3C(=O)N(c4ccccc4)C(=O)[C@H]3[C@@H](C(=O)c3ccc(Cl)cc3)N2C=C1)c1ccccc1,-5,5
O=C(c1ccco1)N1CCN(c2ncnc3c2[nH]c2ccc(Cl)cc23)CC1,-7,2
CCN1CCN(CCCCSc2ccccc2)CC1,9,-1
O=c1[nH]c2cc3c(cc2cc1C(c1nnnn1CC1CCCO1)N1CCCCCC1)OCO3 (configuration not stated),-1,11
CCOc1ccccc1-c1nc2c(C(C)(C)C)nn(C)c2c(=O)[nH]1,0,6
O=C(CNS(=O)(=O)c1ccc(Br)cc1)OCc1cc(=O)n2cc(Br)ccc2n1,-6,6
Cc1sc2nc(-c3ccncc3)[nH]c(=O)c2c1-c1ccccc1,-2,27
CCN1CCN(CCOCCOc2ccccc2-c2ccccc2)CC1,-1,-8
Cc1ccc(Oc2ccc(OCC(=O)OC3CCS(=O)(=O)C3)cc2)cc1 (configuration not stated),6,1
O=C(c1cc2ccccc2c(=O)o1)N1CCCC1,-1,-20

# Not a retest: 23 of the compounds above.
SMILES,SENP7 block,SENP6 block
C=CCNC(=O)c1cc2c(=O)n3cc(C)ccc3nc2nc1NCC1CCCO1 (configuration not stated),3,-6
O=C(CN1C(=O)CC(c2ccccc2)S(=O)(=O)c2ccccc21)N1CCOCC1 (configuration not stated),-1,3
O=C(O)c1cc(-c2ccncc2)nc2ccc(F)cc12,5,3
COc1cccc(N2CCN(c3ncnc4c3[nH]c3ccccc34)CC2C)c1 (configuration not stated),1,-20
COc1ccc(Cl)cc1Nc1nc(-c2sc(NC(=O)c3ccccc3)nc2C)cs1,45,44
Cc1nccc2[nH]c(=O)c(C(=O)NC(C)CCc3ccccc3)cc12 (configuration not stated),2,7
CC1(OC(=O)C2CCCC2)C(=O)C=C2C=C(C3CC3)OC=C2C1=O (configuration not stated),-3,6
CC(C)(C)n1nc2c(c1NC(=O)Cc1cccs1)CSC2,-2,-1
Cc1nc2ccccc2c2c1C(=O)NC2=O,-4,-1
O=C(COC(=O)CC(c1ccccc1)c1ccccc1)Nc1ccc(F)c(F)c1,1,-5
CCOC(=O)/C=c1\s/c(=C\c2sccc2C)c(=O)n1CC(=O)NCc1ccc(C)cc1,3,1
Cc1ccc(CSCC(N)C(=O)O)cc1 (configuration not stated),9,-4
O=C(N/N=C/c1ccc2nccnc2c1)c1ccccc1O,12,36
COc1ccc(S(=O)(=O)NCc2ccc(C(=O)NCc3cccnc3)cc2)cc1,3,-8
O=C(C1=C[C@@H]2[C@H]3C(=O)N(c4ccccc4)C(=O)[C@H]3[C@@H](C(=O)c3ccc(Cl)cc3)N2C=C1)c1ccccc1,-5,5
O=C(c1ccco1)N1CCN(c2ncnc3c2[nH]c2ccc(Cl)cc23)CC1,-7,2
CCN1CCN(CCCCSc2ccccc2)CC1,9,-1
O=c1[nH]c2cc3c(cc2cc1C(c1nnnn1CC1CCCO1)N1CCCCCC1)OCO3 (configuration not stated),-1,11
CCOc1ccccc1-c1nc2c(C(C)(C)C)nn(C)c2c(=O)[nH]1,0,6
O=C(CNS(=O)(=O)c1ccc(Br)cc1)OCc1cc(=O)n2cc(Br)ccc2n1,-6,6
Cc1sc2nc(-c3ccncc3)[nH]c(=O)c2c1-c1ccccc1,-2,27
CCN1CCN(CCOCCOc2ccccc2-c2ccccc2)CC1,-1,-8
Cc1ccc(Oc2ccc(OCC(=O)OC3CCS(=O)(=O)C3)cc2)cc1 (configuration not stated),6,1

# Further records follow:
SMILES,SENP7 block,SENP6 block
CCSc1nnc(NC(=O)/C=C/c2ccc3c(c2)OCO3)s1,-8,-9
CC(C)=CCC/C(C)=C/CC(C)(C)CNCCN1CCNCC1,-5,-4
CC(C)c1ccc(/C=C/C(=O)NC2=NCCS2)cc1,3,6
Cc1cc(/C=N/Nc2nc(N)ncc2[N+](=O)[O-])c(C)n1-c1cccc(C(F)(F)F)c1,-15,1
CCC/C=C(\CCC)C(NC(=O)CCc1ccccc1)c1ccc(C(F)(F)F)cc1 (configuration not stated),2,1
CC(C)n1nc(C(=O)N2CCN(S(=O)(=O)c3cccs3)CC2)c2ccccc2c1=O,11,-2
Cn1cc(C(=O)NCc2cccnc2)c(=O)c2cc(S(=O)(=O)N3CCCCCC3)ccc21,4,9
c1ccc(Cc2ccc(OCCCNC3CCCC3)cc2)cc1,1,1
COc1ccc(-c2ccc3oc(-c4ccsc4)c(-c4ccc(Br)nc4)c3c2)cc1,7,6
COc1ccccc1/C=N/NC(=O)c1ccc(NC(=O)c2cccc([N+](=O)[O-])c2)cc1,-6,-22
COC(=O)[C@@H](N)Cc1ccc(O)cc1,-15,-14
CC1(C)CC[C@]2(CO)[C@@H](O)C[C@]3(C)C(=CCC4[C@@]5(C)CC[C@H](O)C(C)(C)C5CC[C@]43C)[C@@H]2C1 (some centres not stated),-2,-3
N=c1c(-c2nc3ccccc3[nH]2)cc(C(=O)c2cccs2)nn1-c1ccc(Cl)cc1,-1,0
CC1(O)C(=O)C=C2C=C(C3CC3)OC=C2C1=O (configuration not stated),-4,-3
N#Cc1c(Cl)nc(SCc2ccccc2)nc1-c1ccccc1,4,2
CCCCn1nc(-c2ccccc2)c2nc3ccccc3nc21,4,-2
CCOC(=O)C1(CC2CC2)CCN(Cc2ccc(O)c(Cl)c2)CC1,-2,5
CSc1cccc(NC(=O)c2ccccn2)c1,52*,55*
COc1cccc(-c2ccc(=O)n(CC(=O)Nc3ccc(S(=O)(=O)NCC(C)C)cc3)n2)c1,-9,3
CNC(C)C#Cc1ccc2c(=O)c3c(OC)cccc3oc2c1 (configuration not stated),-8,-3
NC1CCN(c2cccc(Cl)n2)CC1,-4,6
CCOC(=O)N1CCN(C(=O)c2nn(-c3cc(OC)cc(OC)c3)c(=O)c3ccccc23)CC1,-9,2
Cc1cccc2cc(CN(CC3CCCO3)C(=O)c3ccco3)c3nnnn3c12 (configuration not stated),5,0
COc1ccc(S(=O)(=O)NC(N)=NCCc2ccc(OC)c(OC)c2)cc1,-5,-1
CC(=O)OCCCN1C(=O)c2cccc3cc(Br)cc(c23)C1=O,-7,0
CCOC(=O)N1CCC(N(CCN(C)C)C(=S)Nc2ccc(OCC)cc2)CC1,-3,-17
CCOC(=O)Cc1nc2ccccc2o1,8,15
O=C(c1cccnc1)N1CCN(c2ccccc2Cl)CC1,-12,-24
O=C(Nc1ccc(Cl)c(Cl)c1)Nc1cc(C(=O)NC2CC2)ccc1Cl,7,7
Cc1ccc2c(c1)NC(=O)c1cccc([N+](=O)[O-])c1CO2,0,-5
COc1cccc([C@@H]2Oc3ccc(OC)cc3C(=O)[C@H]2OC(=O)NCc2ccc3c(c2)OCO3)c1,0,-29
CCOc1ccc(/C=C2\N=C(c3cccs3)OC2=O)cc1OC,-3,-9
COc1ccc(C2NC(=O)N(CCCC(=O)O)C(C)=C2C(=O)OCc2ccccc2)cc1 (configuration not stated),-1,-9
CCCCCCN(C(=O)CCCCCN1C(=O)NC(c2cccc([N+](=O)[O-])c2)C(C(=O)OCc2ccccc2)=C1C)C(C(=O)NCCCC)c1ccc(OCC(=O)OC)c(C(=O)OC)c1 (configuration not stated),-3,-1
Cc1ccc2c(c1)-n1c(nc3ccccc3c1=O)C(Cc1ccc(O)cc1)NC2=O (configuration not stated),6,-11
C#CCOCCOCCOCCNc1nc(N2CCN(C(=O)[C@H]([C@@H](C)CC)n3cc([C@@H](N)CO)nn3)CC2)nc(N2CCN(C(=O)[C@H](Cc3cc4ccccc4[nH]3)n3cc([C@@H](N)C(C)CC)nn3)CC2)n1 (some centres not stated),-15,-20
COc1ccc(Nc2nc(Cl)nc(N3CCN(c4ccc(OC)cc4)CC3)n2)cc1,-2,-1
CN1c2ccccc2C(C)(C)C12CC(c1ccc(Cl)c(S(=O)(=O)N3CCCC3)c1)=NO2 (configuration not stated),0,-4
Cc1ccc(C(=O)C(NC(=O)c2ccco2)Nc2sc3c(c2C(N)=O)CCCC3)cc1 (configuration not stated),-14,-5
Cc1cccc2cc(CN(Cc3cccnc3)C(=O)c3cccs3)c3nnnn3c12,2,-8
Cc1ccc(N(CCC(=O)Nc2nnc(C3CC3)s2)S(=O)(=O)c2ccccc2)cc1,-9,-25
Cc1cc(C)n(C(=O)C23CC4CC(CC(C4)C2)C3)n1,11,7
C/C(=N\O)C1CCCCC1,-10,-16
Cc1ccc(NC(=O)CN2C(=O)S/C(=C\c3ccc(-c4cccc(C(=O)O)c4C)o3)C2=O)cc1,-1,-3
O=C(Sc1nnnn1C1CCCCC1)c1cccs1,-8,-3
CC1(C)CC(NC(=S)NCc2ccc3c(c2)OCO3)CC(C)(C)N1,-2,-11
CCNC(=O)c1c(N)sc2c1CCCCC2,8,-8
COc1ccc(C2C=C(c3ccccc3)Nc3nc(NC(C)=O)nn32)cc1 (configuration not stated),-3,-2
COc1cc(C2NCCc3c2[nH]c2ccccc32)ccc1OC(C)C (configuration not stated),-1,2
CCCCNS(=O)(=O)c1ccc2nc(-c3cccs3)cc(C(=O)NCC(OC)OC)c2c1,-12,1
CN1CCN(NC(=O)CN2C(=O)/C(=C/c3ccccc3F)SC2=S)CC1,-3,-12
COc1ccc2[nH]c(=O)c(-c3nnn(-c4ccc(Cl)c(Cl)c4)n3)cc2c1,-7,-11
O=C(NC1CCCCC1)C(c1cc2c(cc1[N+](=O)[O-])OCO2)N1CCCCC1 (configuration not stated),7,6
COc1ccc(C2C(C#N)=C(N)N3C(=C2C#N)Sc2ccccc23)cc1 (configuration not stated),0,5
CC(=O)c1ccc(-c2csc(N3CCC(C(N)=O)CC3)n2)cc1,2,-7
CO[C@H]1O[C@@H]2O[C@@]3(C)CC[C@H]4[C@H](C)CC[C@@H]([C@H]1C)[C@@]24OO3,0,6
Cc1cc(-c2cc(C(=O)Nc3ccccc3)on2)nc(NC2CCCC2)n1,2,-2
CCOc1ccc(S(=O)(=O)n2ccnc2C)cc1,-4,2
Fc1ccc2[nH]c3c(N4CCN(C5CCCCC5)CC4)ncnc3c2c1,0,6
CC(C)(C)C#CC(CCc1ccccc1)OS(N)(=O)=O (configuration not stated),-14,-6
# (next part)
SMILES,SENP7 block,SENP6 block
Cc1ccc(OCc2ccc(Br)cc2)c([N+](=O)[O-])n1,-8,-4
Cc1ccc2nc3nc(NCC4CCCO4)c(C(=O)NC4CCCCC4)cc3c(=O)n2c1 (configuration not stated),-2,-33
CCOc1cc(S(=O)(=O)NCc2ccccn2)c(C)cc1C,5,-9
Cc1cc(C)nc(NC(=O)CSc2ncccn2)n1,-4,-7
CCN(CC)CCn1c(=S)[nH]c2cc(C(=O)N3CC=C(c4ccccc4)CC3)ccc2c1=O,-6,16
Oc1ccc(O)c(/C(=N/Nc2ccccc2)c2ccccc2)c1,-5,-18
O=C1Nc2ccccc2C12Nc1ccccc1S2 (configuration not stated),0,49
O=C1OC(=O)C2C3CCC(O3)C12 (configuration not stated),-4,-4
CCCC(C)NC(=O)c1ccc(-c2ccccc2)cc1 (configuration not stated),22,-3
O=C(Nc1nc2ccc([N+](=O)[O-])cc2s1)c1ccco1,40,83*
O=c1[nH]c(=O)c2ncc(-c3ccc(Cl)cc3)nc2[nH]1,9,5
CCC(=O)Nc1nc2n(n1)C(c1ccc(OC)cc1)C=C(c1ccccc1)N2 (configuration not stated),5,-9
C#CCOCCOCCOCCNc1nc(N2CCN(C(=O)[C@H](CCC(=O)O)n3cc(C(N)CO)nn3)CC2)nc(N2CCN(C(=O)[C@H](CCC(=O)O)n3cc(C(N)CC(C)C)nn3)CC2)n1 (some centres not stated),0,6
Brc1ccc(-c2nnc3ccc(Nc4ccccc4)nn23)cc1,-4,-10
Cc1ccc(C)c(-n2nnnc2SCC(=O)c2c(N)n(C)c(=O)n(C)c2=O)c1,-5,-15
O=C(Cn1c(COc2ccccc2)nc2ccccc21)Nc1cc(Cl)c(Cl)cc1Cl,0,-22
O=C1N=c2ccc(Br)cc2=C1c1sc(=O)[nH]c1O,4,4
Cc1ccc(NC(=S)Nc2ccc(S(=O)(=O)Nc3ncccn3)cc2)cc1Cl,-12,0
Cn1c2ccccc2n2c(=O)c(=O)n(CC(=O)N3CCCc4ccccc43)nc12,-2,-6
COc1cccc(NC(=O)c2cc3cccc(OC)c3o/c2=N\O)c1,82*,-20
O=C(CCCCCNC(=O)c1ccccc1)N=Nc1c(O)[nH]c2c(Br)cc(Br)cc12,10,8
COCCNC(=O)c1cc(Sc2nnc(C)s2)nc2ccccc12,-9,-6
